# Assay outcomes (PubChem)
# PfHsp40 rescue – rescue of PfHsp40-mediated yeast toxicity; 340,000 tested, 0.68% active; S. cerevisiae expressing PfHsp40, growth rescue, ATP luminescence; AID 504582; growth rescue, % at 12.5 µM; in the data active means growth rescue above about 28%, passing the limit was not always enough; inconclusive means no clear call, values can overlap the other calls;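 further: yeast W303a lacking pdr1 and pdr3 grown in galactose medium; growth measured after three days at 30 °C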
# TcdB inh – TcdB glycohydrolase inhibition; inhibition, % at 9.99 µM; TcdB glycohydrolase enzymatic assay, plate reader; AID 652162; 350,000 tested, 0.24% active; in the data active means inhibition above about 10%
# BoNT-F LC inh – blocks Botulinum neurotoxin F light chain protease | Multiplex microsphere protease cleavage assay, flow cytometry | inhibition, % at 10 µM | 360,000 tested, 0.22% active | AID 588497; in the data active means inhibition above about 35%, passing the limit was not always enough; inconclusive means no clear call, values can overlap the other calls; further: plate controls were buffer without enzyme for full effect and enzyme alone for no effect
# Y pestis TopoI – inhibitors of Yersinia pestis topoisomerase I. Y. pestis Topo-I cleavage product accumulation, plate reader. activity, % at 10 µM. 360,000 tested, 0.064% active. AID 504884; in the data active means activity above about 50%, passing the limit was not always enough; inconclusive means no clear call, values can overlap the other calls; further: inactives centre near 2
# CCHF vOTU inh – CCHFV vOTU protease inhibition; AID 651958; 370,000 tested, 0.55% active; inhibition, % at 11.5 µM; Pep-AMC fluorescence; in the data active means inhibition above about 30%; further: 0% = vehicle wells with enzyme and 100% = no enzyme wells
# PrPC surface inh – reduces human prion protein on the cell surface. P04156. cell surface PrPC, TR-FRET read-out. inhibition, % at 13.8 µM. 370,000 tested, 0.43% active; in the data active means inhibition above about 24%; further: 0% = median of the test wells and 100% = reference compound wells
# FadD28 binding – inhibitors of Mycobacterium tuberculosis FadD28 bisubstrate binding; 360,000 tested, 0.22% active; AID 588549; FadD28 bisubstrate probe binding, fluorescence polarization; inhibition, % at 12.5 µM; in the data active means inhibition above about 8.5%, passing the limit was not always enough; inconclusive means no clear call, values can overlap the other calls
# BoNT-A LC inh2 – blocks Botulinum neurotoxin A light chain protease | 360,000 tested, 0.17% active | multiplex microsphere protease substrate cleavage, flow cytometry | AID 588499 | inhibition, % at 10 µM; further: plate controls were buffer without enzyme for full effect and enzyme alone for no effect
# Anthrax LF inh2 – anthrax lethal factor protease inhibition | P15917 | 360,000 tested, 0.12% active | inhibition, % at 10 µM | AID 588501 | multiplex microsphere protease cleavage assay, LF; further: plate controls were buffer without enzyme for full effect and enzyme alone for no effect
# Target sequence (P15917 whole entry, looked up): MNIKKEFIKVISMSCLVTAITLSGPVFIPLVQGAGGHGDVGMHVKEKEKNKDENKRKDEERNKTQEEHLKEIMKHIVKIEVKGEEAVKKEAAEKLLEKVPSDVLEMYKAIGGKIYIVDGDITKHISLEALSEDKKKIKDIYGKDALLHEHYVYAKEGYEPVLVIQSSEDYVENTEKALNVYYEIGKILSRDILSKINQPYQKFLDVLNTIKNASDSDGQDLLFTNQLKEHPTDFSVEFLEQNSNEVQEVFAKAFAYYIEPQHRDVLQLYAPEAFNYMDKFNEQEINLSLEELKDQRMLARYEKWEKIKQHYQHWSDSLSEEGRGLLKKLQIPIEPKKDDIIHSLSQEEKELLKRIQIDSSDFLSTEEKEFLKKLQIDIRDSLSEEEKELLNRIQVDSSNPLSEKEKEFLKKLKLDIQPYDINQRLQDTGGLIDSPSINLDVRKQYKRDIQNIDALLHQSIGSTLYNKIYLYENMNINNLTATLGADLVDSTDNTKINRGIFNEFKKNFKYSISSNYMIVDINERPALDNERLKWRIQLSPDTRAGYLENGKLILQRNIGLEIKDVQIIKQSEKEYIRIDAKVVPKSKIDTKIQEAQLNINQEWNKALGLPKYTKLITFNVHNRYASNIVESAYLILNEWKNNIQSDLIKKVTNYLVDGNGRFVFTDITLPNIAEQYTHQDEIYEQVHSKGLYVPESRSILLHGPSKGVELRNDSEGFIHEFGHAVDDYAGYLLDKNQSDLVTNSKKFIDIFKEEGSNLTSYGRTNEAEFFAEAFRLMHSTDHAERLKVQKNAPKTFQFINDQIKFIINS
# * hit, by the source's call; ? = inconclusive; . = no result given. Unless noted, no stated cut-off is given here; in the data, active means inhibition above about 30%; inconclusive means no clear call, values can overlap the other calls; inactive means below that. No enrichment for hits; any-hit rate near 2.3%.
SMILES,PfHsp40 rescue,TcdB inh,BoNT-F LC inh,Y pestis TopoI,CCHF vOTU inh,PrPC surface inh,FadD28 binding,BoNT-A LC inh2,Anthrax LF inh2
COc1ccc(C(CCN2CCCCC2)c2c(OC)cc(OC)c3c(-c4ccccc4)cc(=O)oc23)cc1 (configuration not stated),0.5,0.6,-6,-6,0,-15,-5.1,0.1,-10
C[C@H](CO)N1C[C@H](C)[C@@H](CN(C)C)Oc2c(NC(=O)CCCCCC(=O)Nc3ccccc3N)cccc2C1=O,3.4,-0.2,-3,14,2,-5,1.3,0.1,-11
C=CCN1CCc2c(cc(O)c(O)c2Cl)C(c2ccccc2)C1 (configuration not stated),46*,4.1,-24,8,-8,10,1.1,-1.2,1
Cc1nn(C(C)C)c(C)c1CN1CCN(Cc2ccsc2)C(CCO)C1 (configuration not stated),-1.2,-1.7,0,3,-7,-2,0.1,-0.6,-5
Cc1cccc(OCC(=O)NC(C)C(=O)N/N=C/c2c(OCc3ccccc3)ccc3ccccc23)c1 (configuration not stated),-0.5,1.4,-18,8,.,.,-2.7,-1.1,-3
O=C(CSc1nnc(-c2cc3ccccc3cc2O)n1Cc1ccco1)N1CCc2ccccc2C1,0.0,.,-7,-13,13,5,0.0,0.1,-1
COc1ccccc1-c1noc2c1C(=O)N(C(=O)OC(C)(C)C)CC2,.,-0.5,-6,-4,4,7,-2.4,0.0,-8
COc1ccc(-c2cn3c(C)c(C(=O)N4CCN(c5ccc(F)cc5)CC4)sc3n2)cc1,-0.6,-0.7,-3,4,4,3,-1.4,0.0,-2
C=CCNC(=O)C1CC(=O)N(c2ccc(OCC(=O)Nc3ccc(C)cc3)cc2)C1 (configuration not stated),-0.9,.,-10,11,-1,7,0.2,-1.0,4
COc1cccc(N2CCN(C(=O)c3ccccc3SCC(=O)NCc3ccco3)CC2)c1,-0.1,0.2,-1,11,-6,6,.,0.4,-4
O=C(CN(Cc1ccco1)C(=O)CCC(=O)Nc1ccccn1)NCCc1ccccc1,-0.2,.,-2,3,11,1,-2.3,-0.1,-1
Cc1cccc(NC(=O)/C(C#N)=C\c2cc(C)n(-c3ccc(C(=O)O)cc3)c2C)c1,-0.3,1.0,-2,-3,13,3,0.2,-0.6,2
COc1cc(O)c(C(CC(=O)N2CCCCC2)c2ccc3c(c2)OCO3)c(OC)c1 (configuration not stated),-0.3,.,1,10,7,4,-0.4,0.0,1
COc1ccc(C(=O)OCC(=O)Nc2ccc3c(c2)OCO3)cc1S(=O)(=O)N1CCOCC1,-0.4,1.6,0,5,6,0,2.2,1.6,-4
COC(=O)c1ccccc1NC(=O)CNc1ccc(F)c(S(=O)(=O)N2CCOCC2)c1,-0.1,1.3,0,14,3,-1,-1.7,0.5,1
CNc1nc(SCc2ccc(C)cc2)nc2c1CCCC2,199*,.,.,5,-4,6,-2.3,.,.
Cc1ccc(/C(COc2ccccc2O)=N\O)cc1,0.7,.,-8,1,6,0,0.7,-2.2,-4
COc1cccc(N2CCN(S(=O)(=O)c3cc4c(cc3C)N(C)CCO4)CC2)c1,-1.1,1.2,-11,-3,5,-6,-0.8,0.0,-7
CN(CC1CCCCO1)C(=O)c1cc(COc2ccc(F)cc2Cl)on1 (configuration not stated),0.4,-0.1,11,23,9,0,.,0.4,-1
Cc1ccc(CNC(=O)C2CC(c3ccc(C(F)(F)F)cc3)=NO2)o1 (configuration not stated),0.8,-0.8,-4,-3,-1,3,-1.2,-0.2,-1
Cc1ccc(NC(=O)c2cc3ccccc3o2)cc1,-0.7,2.4,?,-1,3,8,-1.0,-16,-12
COCCn1c(SCC(=O)NCc2ccco2)nc2cccnc21,2.7,.,1,0,3,3,-3.3,0.2,1
Cc1ccc(NC(=O)CN(C)C(=O)CSc2ncc(C(F)(F)F)cc2Cl)cc1,-0.5,.,-3,-9,1,-3,2.4,0.2,2
c1ccc(C2c3c(ccc4ccccc34)Oc3ncn4nc(-c5ccco5)nc4c32)cc1 (configuration not stated),-1.3,.,-3,-4,-17,3,0.6,-0.7,-2
COc1ccc(/C=C2\SC(=O)N(CC(=O)Nc3ccccc3O)C2=O)cc1OC,-0.8,-0.5,10,-1,-7,-5,?,-0.4,-3
CCOC(=O)Cc1nnc(NC(=O)CSc2ccc(C)cc2)s1,1.7,.,3,-6,1,-2,-2.4,0.2,-5
COC(=O)c1ccc(-c2ccco2)n1Cc1cccc(C)c1,-0.1,.,-8,15,-4,5,-3.4,1.0,-2
COc1c(OC)c2[nH]c(=O)cc3c4ccccc4n(c1=O)c23,-0.8,-0.4,5,-1,-9,-1,1.2,1.3,-3
COC(=O)C1CN(C(=O)COc2ccc(Cl)c(C)c2)c2ccccc2O1 (configuration not stated),2.6,0.7,-5,17,2,-9,-0.8,-3.1,1
COc1ccc(N2CCN(C(=O)c3cc(=O)c4ccc(C)cc4o3)CC2)cc1,0.7,1.9,-17,5,21,10,0.5,-0.6,-7
CC(=O)c1n[nH]nc1NC(=O)c1ccccc1,-0.3,.,-8,-9,-17,-1,0.6,-1.2,-4
Cc1ccc(NC(=O)Cn2c(-c3ccc(F)cc3)cnc2SCC(=O)Nc2c(C)cccc2C)cc1,0.0,.,4,16,-3,7,-0.5,-0.4,-1
COC(=O)C1CCN(C(=O)CC(NC(=O)C(F)(F)F)c2cccs2)CC1 (configuration not stated),-0.9,0.6,-1,7,-8,-5,-1.2,-0.8,6
COc1ccc(CNC(=O)C2CSC(=O)C2)cc1 (configuration not stated),0.5,.,1,0,6,4,-2.6,0.4,-1
O=C(CSc1nnc(-c2ccccc2)o1)NC1CCCCC1,0.3,.,-9,2,9,3,-0.4,-0.2,-1
CC(C)(C)Sc1ccc([N+](=O)[O-])cc1C(=O)Nc1ccncc1,0.0,1.5,-3,-7,-16,-12,-3.3,-1.3,-4
CCCn1c(=C(C#N)C#N)s/c(=C2\C=Cc3ccccc3N2CC)c1=O,-0.9,.,-25,-3,2,-4,-2.4,-1.3,-1
CCCCCC(=O)NC(NC(=S)Nc1ccc(S(N)(=O)=O)cc1)C(Cl)(Cl)Cl (configuration not stated),-0.6,.,-2,-11,6,7,-12,0.5,-2
CCOC(=O)c1c(S(=O)(=O)NCc2ccc(C)o2)c(C)n(C)c1C,0.3,0.7,-3,-4,9,-2,-0.8,0.1,-1
COC(=O)c1[nH]c2ccccc2c1Sc1ccccc1,-0.8,2.4,7,2,4,24,-2.4,-1.8,5
O=C(Nc1nccs1)c1ccc2ccccc2c1,13,3.1,?,-9,-6,-8,-3.7,-2.9,8
COc1ccccc1CCN=C(N)NS(=O)(=O)c1ccccc1,0.1,-1.1,1,5,16,-4,-5.2,0.3,0
O=C(N/N=C/c1nn(-c2ccccc2)cc1-c1ccccc1)c1ccncc1,0.6,.,-15,9,-13,-3,-2.2,-0.8,-1
Cc1cc(C=O)c(C)n1-c1sc2c(c1C(=O)O)CCCC2,-0.4,.,-1,-1,5,-2,-3.4,0.0,0
CCOc1ccccc1N1CC(C(=O)NCCc2ccc(S(N)(=O)=O)cc2)CC1=O (configuration not stated),0.2,.,-2,0,-10,-5,-2.5,0.9,-2
CN1CCN(C(=O)c2ccc(OCCOc3ccccc3)cc2)CC1,-1.0,.,?,-18,.,.,-1.9,0.7,-6
CNc1cccccc1=S,0.7,.,-40,-5,10,-13,-0.6,-1.1,-7
CC(C)c1ccccc1OCCNC(=O)c1cccnc1,-0.4,0.8,-2,-1,1,6,0.1,-0.1,1
COc1cc(C(=O)NC2(C(F)(F)F)NC(=O)N(CCCc3ccccc3)C2=O)cc(OC)c1OC (configuration not stated),0.9,1.8,-1,-3,3,-11,-6.0,0.4,-1
OCCN(Cc1ccccc1)Cc1cccc(Cl)c1Cl,-1.0,.,2,10,-1,6,-8.8,0.3,-5
Cc1ccnc(NS(=O)(=O)c2ccc(NC(=O)CC(C)c3ccccc3)cc2)n1 (configuration not stated),-0.1,0.9,0,2,-5,12,.,-0.6,-3
C=CCn1c(Sc2ccccc2)nc2c1c(=O)[nH]c(=O)n2C,-0.6,.,-15,1,-3,6,1.0,-0.8,2
CC(C)N(c1ccccc1)c1ccc(NC(=O)[C@@H]2O[C@H](CO)[C@@H](O)[C@H]2O)cc1,.,-0.4,-2,4,7,1,0.2,-0.1,2
CCc1ccc(N(C(=O)CNC(=O)c2cccs2)C(C(=O)NC(C)(C)C)c2cc(OC)c(OC)c(OC)c2)cc1 (configuration not stated),0.0,2.3,-5,8,7,-3,0.6,-0.3,0
CSc1ccccc1C(=O)NCCSc1ccc(C)cc1,0.6,0.5,?,10,-6,7,-1.0,-5.5,3
COc1ccccc1-n1c2nc3ccccc3nc2c2c(=O)n(-c3cc(C)cc(C)c3)cnc21,-0.6,.,-3,1,-8,-8,-3.0,7.4,3
CCCCOc1ccc(S(=O)(=O)N2CCCCCC2)cc1,3.4,.,2,48,13,10,-1.7,0.8,4
COCCNC(=O)C1(C)CCN(C(=O)c2nc(C)oc2C)C1 (configuration not stated),.,0.6,-1,-3,4,5,0.1,-0.3,5
O=C(Cn1cccc1C(=O)c1ccccc1)NCc1ccc(F)cc1,0.1,0.4,-4,5,15,2,-1.2,-0.5,-2
CSc1cccc(NC(=S)N(CCCN2CCCC2)Cc2cccn2Cc2ccc(Cl)cc2)c1,-0.9,0.0,-12,3,10,-15,-18,-0.9,-8
Cc1ccccc1S(=O)(=O)NC(=O)C1(C)CCN1C(=O)Cc1ccccc1Cl (configuration not stated),.,0.9,3,-4,10,-6,0.3,-0.2,5
Cc1c(N2C(=O)/C(=C/c3ccccc3)SC2=S)c(=O)n(-c2ccccc2)n1C,-1.1,.,-14,24,17,-5,0.4,1.3,0

# Among those listed so far, these have a furan ring, fused or not:
SMILES,PfHsp40 rescue,TcdB inh,BoNT-F LC inh,Y pestis TopoI,CCHF vOTU inh,PrPC surface inh,FadD28 binding,BoNT-A LC inh2,Anthrax LF inh2
O=C(CSc1nnc(-c2cc3ccccc3cc2O)n1Cc1ccco1)N1CCc2ccccc2C1,0.0,.,-7,-13,13,5,0.0,0.1,-1
COc1cccc(N2CCN(C(=O)c3ccccc3SCC(=O)NCc3ccco3)CC2)c1,-0.1,0.2,-1,11,-6,6,.,0.4,-4
O=C(CN(Cc1ccco1)C(=O)CCC(=O)Nc1ccccn1)NCCc1ccccc1,-0.2,.,-2,3,11,1,-2.3,-0.1,-1
Cc1ccc(CNC(=O)C2CC(c3ccc(C(F)(F)F)cc3)=NO2)o1 (configuration not stated),0.8,-0.8,-4,-3,-1,3,-1.2,-0.2,-1
Cc1ccc(NC(=O)c2cc3ccccc3o2)cc1,-0.7,2.4,?,-1,3,8,-1.0,-16,-12
COCCn1c(SCC(=O)NCc2ccco2)nc2cccnc21,2.7,.,1,0,3,3,-3.3,0.2,1
c1ccc(C2c3c(ccc4ccccc34)Oc3ncn4nc(-c5ccco5)nc4c32)cc1 (configuration not stated),-1.3,.,-3,-4,-17,3,0.6,-0.7,-2
COC(=O)c1ccc(-c2ccco2)n1Cc1cccc(C)c1,-0.1,.,-8,15,-4,5,-3.4,1.0,-2
CCOC(=O)c1c(S(=O)(=O)NCc2ccc(C)o2)c(C)n(C)c1C,0.3,0.7,-3,-4,9,-2,-0.8,0.1,-1
